NALP3 yeast inh: inhibitors of NALP3 inflammasome in yeast | inhibition, % at 10 µM | 0.39% of 330,000 active | Yeast reconstituted NLRP3/ASC/caspase-1, beta-gal luminescence, 24 h;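 active = inhibition of 50% or more; inactive = inhibition below 50%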;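 note: plate controls were induced DMSO wells for no effect and uninduced yeast grown without galactose for full effect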
hIAP inh: blocks human intestinal alkaline phosphatase; purified IAP, CDP-Star luminescence, 30 min; inhibition, % at 10 µM; 0.12% of 330,000 active;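 active = inhibition reaching a set limit with compound at 10 µM in the primary screen, cut at about 35% in these data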;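 note: plate controls were DMSO wells with enzyme for no effect and no-enzyme buffer wells for full effect; values of inactives mirror those of a sister screen read the other way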
Target sequence (P09923 whole entry, looked up): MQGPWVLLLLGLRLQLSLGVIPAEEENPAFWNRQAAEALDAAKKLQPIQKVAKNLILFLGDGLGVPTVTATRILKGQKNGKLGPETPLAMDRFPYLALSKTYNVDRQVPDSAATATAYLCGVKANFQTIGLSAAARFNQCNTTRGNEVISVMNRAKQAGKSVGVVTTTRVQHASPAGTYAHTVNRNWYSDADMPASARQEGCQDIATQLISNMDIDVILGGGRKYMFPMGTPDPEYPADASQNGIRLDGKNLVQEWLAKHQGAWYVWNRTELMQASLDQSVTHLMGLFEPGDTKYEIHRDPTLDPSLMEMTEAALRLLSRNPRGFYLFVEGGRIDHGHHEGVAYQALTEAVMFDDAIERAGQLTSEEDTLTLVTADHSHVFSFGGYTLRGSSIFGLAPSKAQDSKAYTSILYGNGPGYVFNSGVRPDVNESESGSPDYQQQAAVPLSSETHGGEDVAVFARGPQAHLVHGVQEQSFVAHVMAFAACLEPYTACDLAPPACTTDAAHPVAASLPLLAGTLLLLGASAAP
mIAP activ: mouse IAP activation; activation factor at 10 µM; muIAP, CDP-Star luminescence, 30 min; active compounds read high; 1 = vehicle-only enzyme signal, 0 = enzyme-free wells; AID 2805; 0.24% of 330,000 active;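 active = activation factor of at least 2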; note: the source names both 10 and 20 µM as test concentration; values of inactives mirror those of a sister screen read the other way
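Assay system: mouse IAP enzyme; reagent: chemiluminescent substrate CDP-Star; dosing: test compounds delivered from DMSO solution; schedule: 30 min at room temperature; measured by: luminescence from enzymatic CDP-Star hydrolysis; controls: DMSO-only wells and no-enzyme negative control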
APOBEC3G inh: blocks human APOBEC3G single-stranded DNA deamination. Q9HC16. recombinant A3G, ssDNA deamination FAM/TAMRA fluorescence. inhibition, % at 20 µM. 0.28% of 330,000 active. AID 493012;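 active = inhibition of at least 40% at 20 µM, with no more than 30% in the related APOBEC3A deaminase screen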;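 note: plate controls were DMSO wells with A3G for no effect and wells lacking A3G enzyme for full effect; some compounds called inactive have numbers as strong as hits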
mIAP inh: mouse IAP inhibition; purified mouse IAP, CDP-Star luminescence, 30 min; inhibition, % at 10 µM; 0.2% of 330,000 active;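 active = inhibition of at least 40% at 10 µM in the primary screen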;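 note: plate controls were DMSO with enzyme for no effect and no enzyme wells for full effect; values of inactives mirror those of a sister screen read the other way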
hIAP act: human IAP activation; P09923; purified human IAP, CDP-Star luminescence, 30 min; active compounds read high; 1 = vehicle-only enzyme, 0 = enzyme-free background; activation factor at 10 µM; 0.16% of 330,000 active; AID 2524;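 active = activation factor of the enzyme at least 2-fold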; note: the source names both 10 and 20 µM as test concentration; values of inactives mirror those of a sister screen read the other way
SENP1 FRET inh: blocks the human SENP1 SUMO protease catalytic domain. Q9P0U3. recombinant SENP1 catalytic domain, CyPet-SUMO1-YPet FRET cleavage. inhibition, % at 10 µM. 0.21% of 360,000 active;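 active = inhibition at least 30% at 10 µM, raw YFP signal under a set limit, fluorescence ratio 0.5 to 1.5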;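 note: 0% = enzyme with DMSO and 100% = no enzyme wells; some results filed as inactive read as strong as hits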
Target sequence (Q9P0U3 419-644 limits assumed): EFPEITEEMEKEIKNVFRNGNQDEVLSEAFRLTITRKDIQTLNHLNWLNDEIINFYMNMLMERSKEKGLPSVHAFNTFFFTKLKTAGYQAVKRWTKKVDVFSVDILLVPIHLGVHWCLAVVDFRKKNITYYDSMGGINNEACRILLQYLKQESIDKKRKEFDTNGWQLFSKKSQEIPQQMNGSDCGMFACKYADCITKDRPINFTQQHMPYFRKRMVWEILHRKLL
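material = recombinant human SENP1 catalytic domain, His6-tagged | quantity = 20 pM enzyme | reagent = 25 nM SUMO1 FRET substrate | compound dosing = 10 µM single point, 0.5% DMSO | timing = 50 min enzyme reaction, room temperature, light-protected | detection = FRET, CFP and YFP emission | control set = no-enzyme low, enzyme-DMSO high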
APOBEC3A inh: inhibitors of human APOBEC3A DNA deaminase | P31941 | recombinant A3A, FAM/TAMRA ssDNA deamination fluorescence | inhibition, % at 20 µM | 0.41% of 330,000 active | AID 493011;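 active = at least 40% inhibition at 20 µM here, with at most 30% in a related deaminase screen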;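 note: plate controls were A3A with DMSO for no effect and wells lacking A3A enzyme for full effect; some results filed as inactive read as strong as hits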
Target sequence (P31941 whole entry, looked up): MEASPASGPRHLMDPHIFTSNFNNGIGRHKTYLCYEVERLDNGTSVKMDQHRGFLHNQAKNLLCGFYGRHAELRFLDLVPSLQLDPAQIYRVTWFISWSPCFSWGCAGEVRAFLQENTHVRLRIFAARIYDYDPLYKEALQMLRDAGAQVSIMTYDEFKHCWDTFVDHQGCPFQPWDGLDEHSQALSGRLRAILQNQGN
MIN6 prolif: inducers of beta-cell replication in MIN6 cells. proliferation, % at 10 µM. 0.29% of 330,000 active. MIN6 cells proliferation, ATPlite luminescence, 48 h; cells starved in 0.2% serum; 100% = growth in 10% serum;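 active = compounds whose signal lies at least 3.5 SD above the mean of all wells on their plate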;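 note: 0% = DMSO-treated cells in low-serum medium and 100% = 10% serum control; some compounds called inactive have numbers as strong as hits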
* marks the source's active call; other numbers are inactive results; · = no result given. An excerpt, so the mix of outcomes need not match the whole.

item	Molecule	NALP3 yeast inh	hIAP inh	mIAP activ	APOBEC3G inh	mIAP inh	hIAP act	SENP1 FRET inh	APOBEC3A inh	MIN6 prolif
1	CC(=O)c1cccc(OCC(=O)OCC(=O)Nc2cc(S(=O)(=O)N3CCCCC3)ccc2C)c1	14	-1	1.1	3	-12	1	-1	4	0
2	CCCC1=C(C(=O)OCC)C(c2ccc(OC)c(CSc3ccccn3)c2)C(C#N)=C(N)O1 (configuration not stated)	3	7	0.94	-6	6	0.93	-12	-2	0
3	CNc1ccccc1C(C)(C)c1cn(-c2ccc([N+](=O)[O-])cc2)nn1	3	5	1	-10	-2	0.95	0	-2	-2
4	O=C(NCC1CCN(Cc2ccccc2Cl)CC1)Nc1cccc(Cl)c1	-13	-32	3.5*	-7	-253	1.3	1	-4	-4
5	CC(SCc1ccccc1)C(=O)N/N=C/c1ccc(OCC(=O)NCc2ccco2)cc1 (configuration not stated)	10	-1	1.1	-6	-6	1	0	-2	0
6	COCCNC(=O)/C(C#N)=C/c1ccc(-c2ccc(S(=O)(=O)N3CCOCC3)cc2)o1	8	-2	0.97	-10	3	1	-105	-2	0
7	COc1cc(-c2nnn(CC(=O)N3CCOCC3)n2)cc(OC)c1OC	-12	-4	1	-1	-1	1	3	5	-1
8	CCCCOC(=O)CSc1nc2ccccc2o1	-1	6	1	-4	-2	0.94	0	3	-4
9	Cc1cc(C)cc(-n2ncc3c2CCCC3NC(=O)CCN2CCCC2=O)c1 (configuration not stated)	15	8	1.1	-8	-10	0.92	0	2	-1
10	O=C(CN(Cc1ccccc1Cl)C(=O)c1ccc(CN2CCOCC2)o1)NCC1CCCO1 (configuration not stated)	1	5	0.99	-2	1	0.95	-3	1	-2
11	CC(Oc1cccc(Cl)c1)C(=O)Nc1ccccc1N1CCCCC1 (configuration not stated)	4	-23	0.98	-7	2	1.2	2	-2	-8
12	CCOC(=O)C/C(C)=N/NC(=O)COc1ccccc1C	13	-2	0.89	0	11	1	2	-1	-3
13	Cc1c[nH]c(=O)c([N+](=O)[O-])c1	11	-7	0.96	4	4	1.1	-1	-5	-2
14	Cc1onc(-c2ccccc2)c1C(=O)N/N=C/C(Br)=C/c1ccccc1	-7	12	0.93	-4	7	0.88	1	-3	-3
15	COc1ccc(-c2nc(NC(=O)c3[nH]c(C)c(C(C)=O)c3C)sc2C)cc1	15	-42	0.86	-3	14	1.4	-57	3	-6
16	OC(COc1cccc2ccccc12)CN1CCN(c2ccc(Cl)cc2)CC1 (configuration not stated)	45	4	1	-3	-2	0.96	3	-1	-5
17	CC(=O)c1cccc(OCc2cc(C(=O)N3CC4C[C@@H]5CC3C[C@H](C4)C5)no2)c1	11	-12	1	-6	-4	1.1	-1	-5	-8
18	CN(C(=O)c1ccc(Cl)cc1)C1CCS(=O)(=O)C1 (configuration not stated)	-1	-8	0.94	-6	6	1.1	0	-1	1
19	Cc1cccc(N2CCN(C(=O)c3ccccc3OCc3c(C)noc3C)CC2)c1C	2	-18	1.1	1	-7	1.2	3	3	-3
20	CC(C)CNC(=S)Nc1ccc(F)cc1	-2	2	1.2	-3	-15	0.98	1	-3	2
21	Cc1sc(NC(=O)c2ccco2)c(CN2CCN(c3ccccn3)CC2)c1C	3	18	0.96	-1	4	0.82	-3	2	-3
22	O=C(Nc1ccccc1)Nc1cc(S(=O)(=O)N2CCOCC2)ccc1N1CCCC1	5	-39	1.6	-1	-62	1.4	1	0	-2
23	Cc1ccn2cc(-c3ccc4c(c3)NC(=O)CO4)nc2c1	11	14	0.94	-10	6	0.86	2	1	-5
24	O=C(NCCC(=O)N1CCN(S(=O)(=O)c2ccc(Cl)cc2)CC1)Nc1ccccc1	-6	0	1.1	-6	-9	1	-2	28	5
25	COc1ccc(-c2cc(-c3ccco3)[nH]c(=O)c2C#N)cc1	12	-2	0.81	5	19	1	-49	18	-3
26	O=C(NCc1ccccn1)c1ccc(NS(=O)(=O)c2cccc([N+](=O)[O-])c2)cc1	-1	1	1	-1	-1	0.99	2	5	1
27	COc1ccc(C2C(C(=O)c3cccs3)=C(O)C(=O)N2c2cccc(C)n2)cc1 (configuration not stated)	13	-4	1.1	1	-7	1	-4	-3	0
28	COc1ccc(Nc2cc(C(=O)NCc3ccccn3)c3ccccc3n2)c(OC)c1	-9	-4	0.91	-4	9	1	·	-2	2
29	Cc1ccc(C(=O)NC(=S)NCc2ccco2)cc1	13	-4	0.91	-5	9	1	0	-1	-5
30	Cc1ccc(C2CC(=O)C=C(NCc3ccccc3)C2)cc1 (configuration not stated)	23	-6	1.1	-6	-13	1.1	-3	-3	5
31	O=C(Cn1cnc([N+](=O)[O-])n1)c1ccccc1	-2	22	0.96	-4	4	0.78	0	-3	-4
32	Cc1cc(OCCN2CCCC2)cc(C(C)C)c1	26	1	0.92	-2	8	0.99	4	3	-1
33	CCOC(=O)CC(NC(=O)c1cccc2c1C(=O)N(Cc1cccnc1)C2)c1ccc(OCC)c(OC)c1 (configuration not stated)	9	-26	0.96	-5	4	1.3	1	-2	-3
34	CCCCNC(=O)c1onc(CSc2ccc(C)c(C)c2)c1C(=O)O	-2	14	1.1	-2	-6	0.85	3	6	-1
35	O=C(NCCc1ccccc1)c1ccc2c(c1)OCCCO2	18	-1	1	6	0	1	0	42*	-4
36	CC(C)(C)c1ccc2c(c1)OC(C(=O)N/N=C\c1ccc(-c3cccc(C(=O)O)c3)o1)CO2 (configuration not stated)	15	7	0.75	2	25	0.93	-13	38	0
37	Cc1c(C(=O)NCc2ccc3c(c2)OCO3)oc2ccccc12	19	12	1	-5	-1	0.88	1	2	0
38	Cc1n[nH]c(C)c1CCNC(=O)C1CCC(=O)N(Cc2ccccc2F)C1 (configuration not stated)	12	-1	1	-7	0	1	-1	-4	-4
39	Cc1cc(C)c(N(C(=O)CN2C(=O)c3ccccc3S2(=O)=O)C(C(=O)NCC2CCCO2)c2ccc(F)cc2)c(C)c1 (configuration not stated)	-2	-16	0.96	0	4	1.2	-3	-2	0
40	CCCN(CCC)C(=O)Cn1ccc(=N)c2ccccc21	4	5	0.9	-1	10	0.95	0	-1	-3
41	CCc1ccc(-c2c(C)sc(NC(C)=O)c2C(N)=O)cc1	-13	-18	0.95	13	5	1.2	0	-3	-1
42	C=CCn1c(-c2sc(-c3ccccc3)nc2C)n[nH]c1=S	18	6	1	21	-4	0.94	7	-9	-1
43	Cc1ccc(-c2nc(CS(=O)(=O)CC(=O)N3CCOCC3)c(C)o2)cc1	8	-12	1	-4	0	1.1	0	-3	4
44	COc1cc(C(=O)Nc2cc(Cl)ccc2C)c(-n2cnnn2)cc1OC	-3	-9	1	-3	-2	1.1	2	1	-2
45	O=C1CC(N2CCc3ccccc32)C(=O)N1c1ccc(F)cc1 (configuration not stated)	6	0	1.1	-5	-12	1	0	-7	-1
46	Cc1cnc(C(=O)N2CCN(S(=O)(=O)c3ccc(F)c(F)c3F)CC2)cn1	0	3	0.96	-4	4	0.97	1	10	-2
47	COc1ccc(S(=O)(=O)N(CC(=O)N2CCN(c3ccccc3)CC2)c2ccccc2)cc1	10	4	0.92	-2	8	0.96	1	3	-1
48	COc1ccc(/C=C/CN2CCN(Cc3ccc(F)cc3)C(CCO)C2)cc1 (configuration not stated)	7	3	1.1	-3	-6	0.97	0	-1	3
49	CCCN(CCC)CCCNC(=O)C1c2cc(OC)c(OC)cc2C(=O)N(C)C1c1cccs1 (configuration not stated)	1	-16	0.94	2	6	1.2	2	8	-1
50	O=C(N[C@@H](Cc1ccccc1)C(=O)O)c1ccncc1	-5	5	0.99	-2	1	0.95	2	0	6

Next part.
item	Molecule	NALP3 yeast inh	hIAP inh	mIAP activ	APOBEC3G inh	mIAP inh	hIAP act	SENP1 FRET inh	APOBEC3A inh	MIN6 prolif
51	O=C(Nc1ccc(Cl)cc1)c1cccc(N2C(=O)C3C4CCC(C4)C3C2=O)c1 (configuration not stated)	11	2	0.97	-8	3	0.98	1	2	-2
52	O=Cc1ccc(OCc2nnc(-c3ccccc3Br)o2)cc1	20	14	0.93	-11	7	0.86	0	2	0
53	CC1CN(S(=O)(=O)c2ccc(F)cc2)CN1C(=O)N1CCOCC1 (configuration not stated)	1	1	0.96	-15	4	0.99	-1	-3	-2
54	COc1cc(NC(=O)c2ccc(Cl)cc2)c2ncccc2c1	10	8	0.97	-1	3	0.92	0	-1	5
55	O=C(C1=C[C@H](c2csc3ccccc23)C[C@H](OCCCCO)O1)N1CCN(Cc2ccccc2)CC1	5	-5	0.93	-12	7	1.1	-16	-1	-3
56	Cc1ccc(O)c(C(=O)CC(=O)c2ccc(C(C)(C)C)cc2)c1	20	9	0.89	-7	11	0.91	0	-1	-3
57	CCn1c(SCC(=O)Nc2nccs2)nnc1C1CC1	16	3	1	-3	-2	0.97	2	-1	-2
58	c1ccc(CSc2nc3ncncc3[nH]2)cc1	6	-10	1.1	-9	-8	1.1	0	-6	-2
59	Cc1cc(OC(=O)c2ccccc2Cl)cc(=O)n1C	22	17	1	-2	-1	0.83	-1	-1	-3
60	CC(/C=C1\SC(=S)N(NC(=O)c2ccc(C)cc2)C1=O)=C\c1ccccc1	6	2	0.78	-7	22	0.98	-4	-5	0
61	CCNC(=O)COC(=O)C1C(C(=O)OCC)=C(C)NC(C)=C1C(=O)OCC	-2	-1	0.94	-5	6	1	-4	-2	1
62	COc1ccc(NC(=O)c2c(Cl)nc3ccccn23)cc1	8	0	0.92	-4	8	1	0	-2	-1
63	CCCC(=O)N1CCc2[nH]c3ccccc3c2C1	2	10	0.99	-8	1	0.9	-23	-4	-1
64	Cc1ccc(Sc2cc(NCCCO)c([N+](=O)[O-])c3nonc23)cc1	6	10	1	-6	0	0.9	-16	-2	3
65	O=C1CCC(C(=O)N2CCOCC2)CN1Cc1ccc(Cl)cc1 (configuration not stated)	19	-20	1	-13	-1	1.2	1	-1	1
66	CC(OC(=O)c1cccs1)C(=O)NC1CC1 (configuration not stated)	21	5	0.95	-4	5	0.95	4	-2	-1
67	CC(C)(C)c1nnc(NC(=O)COc2ccc3c(c2)OCO3)s1	26	-8	0.98	-6	2	1.1	4	-4	-2
68	Cc1ccc2c(c1)c(C)cc(=O)n2CCC(=O)O	-14	-4	1	9	-4	1	0	18	-2
69	CCOCC(=O)Nc1nnc(COc2ccc(Cl)cc2)s1	19	-6	0.93	41*	7	1.1	0	2	2
70	COc1ccc(CCNC(=S)Nc2ccc(S(=O)(=O)Nc3ncccn3)cc2)cc1OC	15	2	1	3	-3	0.98	0	-2	-2
71	O=C(NCc1ccccc1)C1(C(F)(F)F)CC(CCCO)CCCO1 (configuration not stated)	12	1	0.92	-13	8	0.99	3	-4	-4
72	CCOc1cc(C(=O)NCCCn2ccnc2)cc(OCC)c1OCC	14	3	1.1	-2	-8	0.97	2	1	0
73	O=C(CSc1nnc(-c2ccncc2)n1Cc1ccccc1)NC1CCCCC1	13	-5	0.98	-3	2	1.1	-1	3	-1

Screening results (PubChem BioAssay)
